Compound activity deposited in PubChem by several laboratories.
Fh CTSL1 inh = cathepsin L1 inhibition, PFM18AAP counter-screen. recombinant F. hepatica cathepsin L1, Z-Leu-Arg-MCA fluorescence. inhibition, % at 5.96 µM. hit rate 0.49% among 300,000. AID 1906;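 active = inhibition above the mean of all tested compounds plus 3 SD, set per screening campaign, cut at about 17% in these data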;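 also: 0% = plate median of test compound wells and 100% = 1 µM Z-Phe-Ala-diazomethylketone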
PREPL inh = inhibits the human prolyl oligopeptidase-like enzyme; Q4J6C6; recombinant PREPL, fluorescence polarization activity-based probe; inhibition, % at 5.96 µM; hit rate 0.68% among 320,000; in the data active = inhibition above about 43%;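 also: 0% = enzyme with DMSO and 100% = wells lacking enzyme; many of its hits are not listed in these tables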
Target sequence (Q4J6C6 whole entry, looked up): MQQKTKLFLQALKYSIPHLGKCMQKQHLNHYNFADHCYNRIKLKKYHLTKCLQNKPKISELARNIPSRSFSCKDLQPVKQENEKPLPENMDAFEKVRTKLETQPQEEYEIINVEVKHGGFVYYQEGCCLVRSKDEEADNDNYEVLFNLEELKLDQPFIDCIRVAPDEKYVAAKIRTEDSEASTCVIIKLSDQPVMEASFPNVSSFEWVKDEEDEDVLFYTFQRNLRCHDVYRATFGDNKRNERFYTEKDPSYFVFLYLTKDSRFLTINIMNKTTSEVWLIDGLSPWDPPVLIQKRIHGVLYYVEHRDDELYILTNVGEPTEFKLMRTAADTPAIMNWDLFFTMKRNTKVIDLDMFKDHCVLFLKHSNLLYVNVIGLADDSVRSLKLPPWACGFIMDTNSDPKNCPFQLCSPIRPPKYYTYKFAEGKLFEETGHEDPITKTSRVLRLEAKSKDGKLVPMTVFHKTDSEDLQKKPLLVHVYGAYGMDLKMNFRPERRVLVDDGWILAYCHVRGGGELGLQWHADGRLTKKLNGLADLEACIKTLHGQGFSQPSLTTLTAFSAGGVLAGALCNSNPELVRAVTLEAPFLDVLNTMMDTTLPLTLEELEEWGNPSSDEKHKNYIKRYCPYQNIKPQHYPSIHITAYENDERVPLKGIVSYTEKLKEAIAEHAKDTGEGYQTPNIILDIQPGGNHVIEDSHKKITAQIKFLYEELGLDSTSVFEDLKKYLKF
TPT1 inh = inhibitors of Candida albicans tRNA 2'-phosphotransferase TPT1; recombinant caTPT1, FP RNA substrate dephosphorylation; inhibition, % at 5 µM; hit rate 0.81% among 300,000; AID 1962;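 active = inhibition above the mean of all tested compounds plus 3 SD, set per screening campaign, cut at about 24% in these data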;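 also: plate controls were DMSO alone for no effect and ferristatin control at 100 nM for full effect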
ZTA DNA inh = counter-screen for EBNA-1 inhibitors: inhibitors of Epstein-Barr virus ZTA; hit rate 0.15% among 320,000; P03206; AID 2234; inhibition, % at 11 µM; ZTA-DNA binding, fluorescence polarization; in the data active = inhibition above about 33%
Target sequence (P03206 whole entry, looked up): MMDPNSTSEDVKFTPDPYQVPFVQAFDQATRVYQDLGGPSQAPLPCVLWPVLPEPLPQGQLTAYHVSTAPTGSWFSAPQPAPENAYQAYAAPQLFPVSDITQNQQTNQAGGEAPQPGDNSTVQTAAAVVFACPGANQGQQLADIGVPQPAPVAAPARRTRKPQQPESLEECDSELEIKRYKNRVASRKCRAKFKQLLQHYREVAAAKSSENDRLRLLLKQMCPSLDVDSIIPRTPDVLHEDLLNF
Efflux pump inh = inhibitors of Candida antifungal efflux pumps expressed in yeast. hit rate 0.44% among 330,000. S. cerevisiae Candida pump triplex, Nile Red efflux. inhibition, % at 10 µM;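 active = plate passing quality check with inhibition over a set limit, or well fluorescence over plate mean plus 4 SD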;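 also: Nile Red retained in pooled yeast measured as flow cytometry median fluorescence; 0% = buffer negative control and 100% = Enniatin B positive control; higher means more Nile Red kept so more efflux inhibition; some compounds called inactive have numbers as strong as hits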
PP1 inh = counter-screen for PP5 inhibitors: inhibitors of human PP1-alpha; P62136; purified PP1alpha, OMFP fluorescence; inhibition, % at 6.7 µM; hit rate 0.9% among 320,000;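 active = inhibition above the mean inhibition of all tested compounds plus 3 SD, computed separately for each screening campaign, cut at about 15% in these data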
PP5 inh = PP5 (human) phosphatase inhibition; hit rate 0.18% among 320,000; P53041; inhibition, % at 6.7 µM; purified PP5c, OMFP substrate fluorescence;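 active = inhibition above the campaign's mean inhibition across all tested compounds plus 3 SD, cut at about 9.5% in these data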;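 also: 0% = DMSO only and 100% = 100 µM cantharidin control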
HCV core dimer = blocks dimerization of HCV core protein. inhibition, % at 5 µM. hit rate 0.33% among 300,000. TR-FRET GST/Flag-core106 dimerization, 1536-well. AID 1899;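 active = inhibition above the mean of all tested compounds plus 3 SD, set per screening campaign, cut at about 45% in these data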
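test system = GST/Flag-tagged HCV core106 proteins | probe or stimulus = Eu donor and XL665 acceptor anti-tag antibodies | times = compound-protein-antibody incubation 4 h at 22.5 °C | signal = TR-FRET, excitation 340 nm, emission 617 and 671 nm | measure = percent inhibition of core106 dimerization signal | controls = wells lacking GST-core106 and wells with excess unlabelled core106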
EBNA-1 inh = blocks EBNA-1 binding to DNA; EBNA-1 DNA binding, fluorescence polarization; inhibition, % at 14.8 µM; hit rate 0.34% among 300,000; AID 1950; in the data active = inhibition above about 28%
Starred values were filed as active, the others as inactive. Not all compounds are listed (hit frequency here may not be typical).

SMILES	Fh CTSL1 inh	PREPL inh	TPT1 inh	ZTA DNA inh	Efflux pump inh	PP1 inh	PP5 inh	HCV core dimer	EBNA-1 inh
CN1CCc2[nH]c3ccc(C(=O)NN)cc3c2C1	-1	34	-2	3	-0.1	-6	3.2	-6	-7
O=C(CCNC(=O)c1ccc([N+](=O)[O-])cc1)NCCCN1CCCC1=O	3	-2	-1	-1	-0.1	-5	-0.5	-1	-1
Cc1ccc(C(=O)Nc2cccc(-c3nc4ncccc4o3)c2)cc1	2	-3	3	-1	0.2	-10	2.4	1	-6
Cc1nnc(SCCC#N)n(CCC#N)c1=O	-4	1	-2	16	-0.1	-1	-0.6	-1	-5
COc1ccccc1-c1nnc(SCC(=O)Nc2ccc(S(N)(=O)=O)cc2)n1C	-7	0	-3	-18	-0.1	2	1.1	-4	3
Cc1ccc2nc(SCC(=O)c3c[nH]c4ccccc34)[nH]c2c1	-1	9	1	-27	0.0	1	1.5	0	5
O=C(CCCc1c[nH]c2ccccc12)NCc1cccs1	1	-3	-3	11	-0.1	-3	1.2	-2	3
CCOc1ccccc1CNCC1CCCO1 (stereo not given)	6	-4	-4	-13	0.0	2	-3.8	-6	8
CC(=O)Nc1ncc2c(n1)CC(c1ccco1)CC2=O (stereo not given)	-3	10	0	11	0.0	-4	-1.1	0	3
CCOc1ccc(Cc2n[nH]c(=S)n2Cc2ccccc2)cc1	-3	-5	-1	-4	0.1	1	2.9	-3	0
CN1CCN(CCCOc2ccc(-c3ccccc3)cc2)CC1	-1	11	3	1	0.2	3	3.1	-2	-10
C/C=C\C=C/C(=O)Nc1cccc(C2=NOC3(C2)C[C@H](C(N)=O)N(C(=O)CC)C3)c1 (stereo not given in full)	8	-1	2	8	-0.1	-1	0.1	41	8
O=C(Cn1ncc2c([nH]c3ccccc32)c1=O)NCC1CCN(Cc2ccc(F)cc2)CC1	-2	-6	-1	-10	-0.1	6	1.5	-5	-10
C/C=C/C=C/C(=O)N1CC[C@]23c4ccccc4N[C@H]4N(C)c5cccc6c5[C@]42CCN([C@H]6C2OC2(C)C)[C@H]13 (stereo not given in full)	5	13	0	-8	0.0	1	6.9	7	1
CCCCC(=O)Nc1ccc(Cl)cn1	-3	2	-3	-2	-0.1	0	0.5	-1	-1
Cc1nc(SCC(=O)Nc2ccc(F)cc2)c2oc3ccccc3c2n1	4	-7	-2	-4	0.1	-1	0.8	-5	2
c1cc2c3c(cccc3c1)NC1(CCCCCC1)N2	6	52*	-3	0	-0.2	21*	0.5	52*	2
CCOc1ccc(-c2nnc(NC3=NCCCCC3)o2)cc1	0	11	-4	-5	-0.1	-1	-1.4	-2	7
Cc1ccc(/C=C/C(=O)Nc2cc(=O)n(C)c(=O)n2C)o1	3	3	-7	3	0.2	0	1.2	0	-7
CCOc1cc([C@@H]2C[C@H]3CN(c4ccccc4)C(=O)[C@]34CCCN24)ccc1OC	-1	-1	7	4	0.2	-2	0.6	5	-14

2 entries from above, with two lines to a compound.
Every second line gives: Fh CTSL1 inh, PREPL inh, TPT1 inh, ZTA DNA inh, Efflux pump inh, PP1 inh, PP5 inh, HCV core dimer, EBNA-1 inh
> O=C(CCNC(=O)c1ccc([N+](=O)[O-])cc1)NCCCN1CCCC1=O
  3, -2, -1, -1, -0.1, -5, -0.5, -1, -1
> Cc1ccc(C(=O)Nc2cccc(-c3nc4ncccc4o3)c2)cc1
  2, -3, 3, -1, 0.2, -10, 2.4, 1, -6

4 structures out of the list, arranged by number of heavy atoms, lowest first.
SMILES	Fh CTSL1 inh	PREPL inh	TPT1 inh	ZTA DNA inh	Efflux pump inh	PP1 inh	PP5 inh	HCV core dimer	EBNA-1 inh
Cc1nnc(SCCC#N)n(CCC#N)c1=O	-4	1	-2	16	-0.1	-1	-0.6	-1	-5
CC(=O)Nc1ncc2c(n1)CC(c1ccco1)CC2=O (stereo not given)	-3	10	0	11	0.0	-4	-1.1	0	3
O=C(CCCc1c[nH]c2ccccc12)NCc1cccs1	1	-3	-3	11	-0.1	-3	1.2	-2	3
COc1ccccc1-c1nnc(SCC(=O)Nc2ccc(S(N)(=O)=O)cc2)n1C	-7	0	-3	-18	-0.1	2	1.1	-4	3

Further records.
SMILES	Fh CTSL1 inh	PREPL inh	TPT1 inh	ZTA DNA inh	Efflux pump inh	PP1 inh	PP5 inh	HCV core dimer	EBNA-1 inh
Nc1c(C(=O)O)sc2nc(-c3ccccc3)c3c(c12)CCCC3	-2	-3	9	10	0.1	4	-1.5	33	4
Nn1cc(-c2ccccc2)nc1SCC(=O)NCCc1ccccc1	2	-2	3	1	0.2	-3	0.6	-1	7
O=C1CC(c2ccc(S(=O)(=O)NCCOc3ccccc3)cc2)CN1 (stereo not given)	2	-14	-4	10	-0.1	-2	-1.1	-2	13
Cc1ccc(Nc2nc(N)nc(CCl)n2)c(C)c1	4	-6	0	-1	-0.1	1	-1.6	-1	2
COCCCNC(=S)Nc1ccc(C)cc1[N+](=O)[O-]	-2	11	-2	-2	-0.1	-1	0.5	-1	-5
Cc1ccc(N2C(=O)Nc3ccc(Br)cc3C2(O)C(=O)NCCN(C)C)cc1C (stereo not given)	13	-10	-2	-15	-0.1	1	-8.8	3	-14
O=C(NCC(NS(=O)(=O)OCC(Cl)(Cl)Cl)c1ccccc1)C(F)(F)F (stereo not given)	1	7	-4	-15	-0.2	1	1.8	-14	3
CC(C)OCCCNC(=O)Cn1ccc2cc(S(=O)(=O)N3CCCCCC3)ccc21	-2	7	0	6	0.0	-1	1.6	5	-2
CC1(O)C(=O)C=C2C=C(c3ccsc3)OC=C2C1=O (stereo not given)	1	7	-3	-1	0.1	18*	0.1	20	10
COc1ccc(Cl)cc1-c1nc(-c2ccc(NC(=O)c3ccncc3)cc2)no1	-2	-10	1	-4	0.0	0	0.4	-2	-2
CCCCCc1c(O)nc(SCCN(C)C)[nH]c1=O	0	3	-1	1	-0.1	-4	-4.5	2	2
Cc1ccc(SCC(=O)c2sc(-c3ccccc3)nc2C)cc1	3	-17	2	9	-0.1	2	1.8	-13	10
Cc1cc(C)n(-c2nc3ccccc3nc2N2CCCC2)n1	-3	4	0	-4	-0.1	1	-0.1	-2	-8
COc1ccc(C)cc1CN1C(=O)c2ccccc2C1=O	2	7	-1	-30	0.0	2	1.2	-14	-7
CN1C(=O)CSc2ccc(C(=O)O)cc21	4	7	-4	-1	-0.2	-14	2.1	-4	-10
CSCC[C@H](NC(=O)OC(C)(C)C)C(=O)N/N=C/c1cccc2cccnc12	0	6	5	-4	0.1	-1	0.2	0	-9
COc1ccc(C2(C)NC(=O)N(CC(=O)Nc3cccnc3Cl)C2=O)cc1 (stereo not given)	4	-12	-3	3	0.0	1	3.0	5	2
Cc1c(C)n(Cc2ccccc2)c2ncnc(NCCCN(C)C)c12	2	-24	-3	-10	0.0	-2	1.1	7	3
O=C(CC1=NCCNC(c2ccccc2)C1)c1ccccc1O (stereo not given)	0	1	1	-6	-0.1	-1	1.9	0	-3
CC(=O)Nc1nc(C)c(C(C)=O)s1	-1	8	-3	-10	0.1	-5	1.7	-6	-20
CCn1cc(C(=O)NCc2ccccn2)c(=O)c2cc(F)c(N3CCN(C)CC3)cc21	-1	-9	0	-3	0.1	1	1.4	-9	6
CCNCc1cc(Cl)c(OCc2ccccc2)c(OCC)c1	-2	-23	-1	1	0.0	4	0.0	0	-6
O=C(O)CCC(=O)Nc1ccc(NC(=O)c2ccc(Cl)cc2Cl)c(Cl)c1	2	0	-5	9	-0.2	0	-0.7	1	5
Cn1c(=O)[nH]c(=O)c2c1nc(N1CCCCC1)n2CCSc1nc2ccccc2o1	-2	8	0	-2	0.3	1	1.6	-7	-2
C[n+]1ccc(/C=N/Nc2nc(Cl)c(C#N)c(Cl)c2Cl)cc1	4	29	2	-9	0.1	3	3.1	-2	-7
CCOc1ccc(C(C(=O)NC2CCCCC2)N(CCOC)C(=O)c2snc(C(N)=O)c2N)cc1 (stereo not given)	2	-5	-1	-6	-0.1	2	1.7	5	5
O=C(CSCc1c(F)cccc1Cl)NCc1ccco1	-3	14	3	-2	0.0	-1	1.5	6	-5
CCc1nc(SCC(=O)Nc2nccs2)c2oc3ccccc3c2n1	-1	-3	1	42*	0.5	12	1.7	24	4
O=C(c1cccs1)N1N=C(c2ccc(O)cc2)CC1c1ccccc1 (stereo not given)	7	-2	3	-2	0.6	0	2.4	0	-6
Cc1cc(=O)n2nc(N3CCCC3C(=O)Nc3ccccc3C)sc2n1 (stereo not given)	5	2	7	0	0.3	-3	3.8	-1	-24
Cc1ccc(S(=O)(=O)N2CCCC2CNC(=O)c2ccc3c(c2)OCO3)cc1 (stereo not given)	2	-7	-1	13	-0.1	-1	-0.4	8	5
COc1ccc(S(=O)(=O)NC2CC3CCC2C3)cc1Br (stereo not given)	4	-9	-2	-1	0.1	1	4.1	2	-2
O=C1[C@H]2C(c3ccccc3)=NN(c3ccccc3)[C@H]2C(=O)N1c1ccccc1	3	2	-4	7	-0.2	-1	2.8	7	-6
Cc1cccc(/C=N/NC(=O)C2CCCNC2=O)c1 (stereo not given)	4	0	-3	3	0.0	-5	-0.8	6	-3
CC(C)c1cccc(C(C)C)c1NC(=O)COC(=O)[C@H](C)NC(N)=O	2	-1	1	-6	0.0	1	1.4	0	-1
CCn1c(C)nc2c1C(=O)c1ccccc1C2=O	4	21	-1	-2	0.0	1	-1.3	-4	7
CCOC(=O)c1c(NC(=O)Cn2nc(C(F)F)cc2C(F)F)sc(C)c1C	6	3	-1	-9	-0.2	6	5.9	0	6
COc1ccc(-n2c(=O)c3ccccc3n(CC(=O)Nc3cc(C)on3)c2=O)cc1OC	-1	1	-1	15	-0.1	1	-0.9	-4	11
S=c1[nH]nc(COc2ccc(Cl)cc2)o1	-4	-9	2	-13	0.3	-1	3.4	-3	-12
O=c1c(-c2cccc([N+](=O)[O-])c2)[n+]([O-])c2ccccc2n1O	2	3	-6	2	-0.1	0	1.8	-6	6
O=S(=O)(c1ccc(F)cc1)N1CC2CCCN2c2ccc(C(F)(F)F)cc21 (stereo not given)	9	14	-4	3	-0.1	5	3.6	7	7
CN(C)c1ccc(N2C(=NC(=O)c3ccccc3)SC3CS(=O)(=O)CC32)cc1 (stereo not given)	0	-3	-3	22	0.0	-2	0.8	8	6
Cc1ccc(Cn2c(SCC(=O)NCc3ccco3)nc3ccsc3c2=O)cc1	2	-3	0	-9	0.4	2	0.1	1	-4
CC(=O)c1sc(NC(=O)C2CC(=O)N(Cc3ccccc3)C2)nc1-c1ccccc1 (stereo not given)	8	1	6	-6	0.1	-3	0.4	11	-6
O=C(/C=C/c1c(Cl)nc2ccccn12)N1CCN(c2ccccc2F)CC1	4	30	-3	-13	0.0	-3	5.2	-4	6
O=[n+]1c2c(n([O-])c3c1CCCC3)CCCCC2	1	0	-2	0	-0.1	-2	-1.8	-1	9
CCCCNC(=O)C1CCC(CNS(=O)(=O)c2c(C)cc(C)cc2C)CC1 (stereo not given)	2	0	0	1	0.1	-2	-3.2	7	1
Cc1ccc(NC(=O)c2c(C)noc2C)cc1	-2	-11	1	-1	-0.1	-2	0.5	-8	-5
COc1cc(OC)c(OC)cc1/C=N/n1c(C)nc2ccccc2c1=O	4	11	-1	-6	0.0	-2	1.9	10	-2
COc1ccccc1CNC(=O)CSc1ccc(-c2ccncc2)nn1	-11	-13	-1	-5	0.2	4	-0.9	3	-7
CCOC(=O)c1ccc(NC(=O)CNS(=O)(=O)c2ccccc2)cc1	6	2	0	-8	0.0	-3	0.7	-2	14
COc1ccccc1OCc1nc(C#N)c(NCc2ccco2)o1	-1	0	0	-6	0.0	-2	-2.0	-6	-4
CCC(C)NC(=O)CN1C(=O)C(CC)Sc2ccccc21 (stereo not given)	3	-5	0	8	-0.1	1	0.9	-5	1
